MOR-DOR inv ag: inverse agonist of human OPRM1-OPRD1 heterodimerization. AID 504357. P35372+P41143. hit rate 0.21% among 340,000. inhibition, % at 9.3 µM. cell-based MOR-DOR heterodimer luminescence, inverse agonism; in the data active = inhibition above about 22%, passing the limit was not always enough;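 also: 0% = cells with DMSO and 100% = wells without cells with DMSO; values of inactives mirror those of a sister screen read the other way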
Target sequence (P35372 whole entry, looked up): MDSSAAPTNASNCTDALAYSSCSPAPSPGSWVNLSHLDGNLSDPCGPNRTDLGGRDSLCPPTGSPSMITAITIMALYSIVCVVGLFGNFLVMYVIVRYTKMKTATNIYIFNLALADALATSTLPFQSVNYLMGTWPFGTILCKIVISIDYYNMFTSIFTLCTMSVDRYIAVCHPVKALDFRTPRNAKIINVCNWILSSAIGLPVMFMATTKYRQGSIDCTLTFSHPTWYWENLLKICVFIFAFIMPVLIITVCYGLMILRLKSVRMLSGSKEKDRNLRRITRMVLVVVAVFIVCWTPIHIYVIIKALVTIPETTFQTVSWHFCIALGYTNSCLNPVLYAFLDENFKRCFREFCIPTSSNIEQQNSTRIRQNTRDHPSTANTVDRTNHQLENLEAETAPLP
Target sequence (P41143 whole entry, looked up): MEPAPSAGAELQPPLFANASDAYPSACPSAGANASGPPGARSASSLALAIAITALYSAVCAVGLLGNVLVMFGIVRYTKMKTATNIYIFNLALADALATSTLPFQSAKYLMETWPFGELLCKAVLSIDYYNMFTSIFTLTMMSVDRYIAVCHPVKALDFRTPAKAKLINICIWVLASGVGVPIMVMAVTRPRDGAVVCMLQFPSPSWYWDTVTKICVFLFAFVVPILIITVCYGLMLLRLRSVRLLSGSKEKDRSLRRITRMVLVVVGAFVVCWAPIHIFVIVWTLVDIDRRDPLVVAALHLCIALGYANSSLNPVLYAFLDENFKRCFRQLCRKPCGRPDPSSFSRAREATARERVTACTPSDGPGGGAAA
C-LANA FP: inhibitors of KSHV LANA C-terminal domain DNA binding; MBP-C-LANA/FAM-LBS DNA binding, fluorescence polarization; inhibition, % at 9 µM; hit rate 0.078% among 340,000; AID 504423;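 active = highest replicate inhibition at or above 60% at 9 µM, even if other replicates fall short; inactive = all replicates below 60% inhibition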;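 also: 0% = neutral control wells and 100% = 4 µM acridine orange control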
OPRM1-OPRD1 ag: agonists of human mu-delta opioid receptor heterodimerization; P35372+P41143; cells, OPRM1-OPRD1 heterodimerization, luminescence; activation, % at 9.3 µM; hit rate 0.3% among 340,000; AID 504326; in the data active = activation above about 18%;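 also: 0% = vehicle-treated cells and 100% = reference agonist; values of inactives mirror those of a sister screen read the other way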
RTF Ca sens inh: cardiac RTF calcium desensitization; hit rate 0.12% among 340,000; IANBD-labeled cardiac RTF, Ca2+ fluorescence; inhibition, % at 7.15 µM; P19429+P45379;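 active = inhibition above the mean inhibition of all tested compounds plus 3 SD, cut at about 17% in these data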;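 also: assay run at fixed EC70 calcium of 1.6 mM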
Pemphigus Ab inh: inhibitors of pemphigus antibody binding to human desmoglein-3; AID 588358; DSG3-coupled beads, scFv-anti-DSG3-GFP binding, flow cytometry; stronger effect = lower value; hit rate 0.48% among 310,000; binding (percent of control), % at 10 µM; P32926;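 active = binding more than 3 SD below its plate's average and above zero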; also: some compounds called inactive have numbers as strong as hits
V-ATPase pH: yeast V-ATPase proton transport regulation by pHLuorin | hit rate 0.37% among 350,000 | AID 504577 | response, % at 10 µM | S. cerevisiae, pHLuorin cytosolic pH fluorescence; in the data active = response mostly above about 7.3%, no sharp cut-off; inactive = mostly below about 5.4%; also: actives read high; inactives centre near 0; some compounds called inactive have numbers as strong as hits; reference of the scale not given here
Wnt bcat act: Wnt/beta-catenin pathway activation. hit rate 1.2% among 300,000. Wnt/beta-catenin reporter cell assay, activator, plate reader. activation, % at 9.35 µM; in the data active = activation above about 30%, passing the limit was not always enough;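 also: 0% = neutral control wells and 100% = positive control wells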
cardiac RTF act: increases calcium sensitivity of human cardiac regulated thin filaments; IANBD-labeled TnC RTF fluorescence at EC20 calcium; 0% EC20 calcium, 100% full calcium; activation, % at 7.2 µM; hit rate 0.24% among 340,000;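 active = activation above the mean over all tested compounds plus 3 SD, cut at about 30% in these data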;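 also: rise in fluorescence read as greater calcium sensitivity of cardiac thin filaments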
Arrestin-AP2 inh: inhibitors of human beta-arrestin and AP2 interaction; FITC-arrestin peptide / GST-AP2 beads, flow cytometry; AP2 beta2 appendage carries R879A mutation; inhibition, % at 10 µM; hit rate 0.31% among 340,000;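 active = inhibition above a set limit, near 3 SD of compounds lacking own fluorescence, cut at about 54% in these data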;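 also: plate controls were DMSO wells for no effect and 5 µM unlabelled arrestin peptide for full effect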
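Material – AP2 appendage R879A on GSH beads · Buffer or medium – PBS with 0.05% Tween 20 and 0.1% BSA · Probe or stimulus – fluorescein-tagged arrestin peptide at 50 nM final · Incubation – compound with beads 12 min RT, then probe 1 h RT · Detection – high-throughput flow cytometry of beads, ex 488, em 535 nm · Evaluation – percent response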
Keap1 Nrf2 FP: Keap1-Nrf2 (human) interaction inhibition; Q14145; Keap1 Kelch-Nrf2 peptide fluorescence polarization, 1536-well; inhibition, % at 9.4 µM; hit rate 0.15% among 340,000; in the data active = inhibition above about 12%;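 also: human Keap1 Kelch domain with fluorescein labeled Nrf2 9mer peptide probe; 0% = neutral control wells and 100% = peptide positive control; higher means more block of Keap1 binding to Nrf2 peptide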
Active calls of the source: *.

Results for Cc1c(NS(=O)(=O)c2cc(C(=O)NCc3cccnc3)ccc2Cl)c(=O)n(-c2ccccc2)n1C ?
MOR-DOR inv ag: 13; C-LANA FP: 0.9; OPRM1-OPRD1 ag: -2.5; RTF Ca sens inh: -4; Pemphigus Ab inh: 135; V-ATPase pH: 0; Wnt bcat act: -3; cardiac RTF act: 1; Arrestin-AP2 inh: -13; Keap1 Nrf2 FP: 0

Results for N=c1c2c(n(Cc3ccc(Br)cc3)c3c1CCC3)CCCC2 ?
MOR-DOR inv ag: 6; C-LANA FP: -0.3; OPRM1-OPRD1 ag: -1.2; RTF Ca sens inh: -1; Pemphigus Ab inh: 87; V-ATPase pH: 4; Wnt bcat act: -6; cardiac RTF act: -2; Arrestin-AP2 inh: 10; Keap1 Nrf2 FP: 0

How did CC(C)OC(=O)CSc1nnc(COc2ccc([N+](=O)[O-])cc2)n1C do in these assays?
MOR-DOR inv ag: 8; C-LANA FP: -1.2; OPRM1-OPRD1 ag: -1.4; RTF Ca sens inh: -11; Pemphigus Ab inh: 104; V-ATPase pH: -5; Wnt bcat act: -1; cardiac RTF act: 6; Arrestin-AP2 inh: 10; Keap1 Nrf2 FP: -2

Results for Cc1cc(NC(=O)CSc2nnc(-c3cccc(F)c3)n2N)no1 ?
MOR-DOR inv ag: 14; C-LANA FP: -1.2; OPRM1-OPRD1 ag: -3.8; RTF Ca sens inh: -7; Pemphigus Ab inh: 94; V-ATPase pH: -3; Wnt bcat act: -2; cardiac RTF act: 1; Arrestin-AP2 inh: -5; Keap1 Nrf2 FP: -4

What do the screens show for `CCOC(=O)C1=C(CC)Nc2ccccc2N=C1NC(=O)Nc1ccc(Cl)c(Cl)c1`?
MOR-DOR inv ag: -7; C-LANA FP: -1.6; OPRM1-OPRD1 ag: 1.3; RTF Ca sens inh: -4; Pemphigus Ab inh: 81; V-ATPase pH: -1; Wnt bcat act: -7; cardiac RTF act: 3; Arrestin-AP2 inh: -4; Keap1 Nrf2 FP: -7

How did NCCSSCCN do in these assays?
MOR-DOR inv ag: -8; C-LANA FP: -1.1; OPRM1-OPRD1 ag: 1.5; RTF Ca sens inh: 4; Pemphigus Ab inh: 97; V-ATPase pH: -1; Wnt bcat act: 29; cardiac RTF act: 3; Arrestin-AP2 inh: 0; Keap1 Nrf2 FP: -13

What do the screens show for `C=CCN1C(=O)/C(=C\c2cccs2)C(C(=O)OC)=C1C`?
MOR-DOR inv ag: 17; C-LANA FP: -1.1; OPRM1-OPRD1 ag: -3.1; RTF Ca sens inh: -4; Pemphigus Ab inh: 90; V-ATPase pH: 1; cardiac RTF act: 4; Arrestin-AP2 inh: 1; Keap1 Nrf2 FP: 1

How did Cc1ccc(C)c(CN2C(=O)CSc3ccc(C(=O)NCC(C)CN4CCC(C)CC4)cc32)c1 (stereo not drawn) do in these assays?
MOR-DOR inv ag: -13; C-LANA FP: 1.5; OPRM1-OPRD1 ag: 1.6; RTF Ca sens inh: -26; Pemphigus Ab inh: 119; V-ATPase pH: 2; Wnt bcat act: 1; cardiac RTF act: -6; Arrestin-AP2 inh: -8; Keap1 Nrf2 FP: -1

Results for CCN(c1cccc(C)c1)S(=O)(=O)c1ccc2c(c1)oc(=O)n2C ?
MOR-DOR inv ag: 6; C-LANA FP: -0.5; OPRM1-OPRD1 ag: -1.3; RTF Ca sens inh: -10; Pemphigus Ab inh: 99; V-ATPase pH: -2; Wnt bcat act: -5; cardiac RTF act: -4; Arrestin-AP2 inh: 1; Keap1 Nrf2 FP: 1

Results for O=C(CN1CCN(Cc2cccc(F)c2)CC1)Nc1ccccc1F ?
MOR-DOR inv ag: 1; C-LANA FP: -0.8; OPRM1-OPRD1 ag: -0.2; RTF Ca sens inh: -1; Pemphigus Ab inh: 92; V-ATPase pH: 0; Wnt bcat act: -2; cardiac RTF act: 1; Arrestin-AP2 inh: 4; Keap1 Nrf2 FP: -1

What do the screens show for `O=C(Nc1ccc(F)c(F)c1)C1CCCCC1`?
MOR-DOR inv ag: -2; C-LANA FP: 0.0; OPRM1-OPRD1 ag: 0.4; RTF Ca sens inh: 3; Pemphigus Ab inh: 101; V-ATPase pH: -1; Wnt bcat act: -1; cardiac RTF act: 5; Arrestin-AP2 inh: 4; Keap1 Nrf2 FP: 1

Results for COC(=O)C1=C(C)NC(=O)/C1=C\c1cccs1 ?
MOR-DOR inv ag: 19; C-LANA FP: -0.2; OPRM1-OPRD1 ag: -4.5; RTF Ca sens inh: -2; V-ATPase pH: 0; cardiac RTF act: -3; Arrestin-AP2 inh: 12; Keap1 Nrf2 FP: -3

What do the screens show for `COc1ccc(/C=N/Nc2cc(C)nc3ccc(OC)cc23)c(OC)c1`?
MOR-DOR inv ag: -76; C-LANA FP: -6.7; OPRM1-OPRD1 ag: 16; RTF Ca sens inh: 7; Pemphigus Ab inh: 135; V-ATPase pH: -3; Wnt bcat act: -8; cardiac RTF act: 0; Arrestin-AP2 inh: 34; Keap1 Nrf2 FP: 0

Results for COc1cc(CN(C)C(=O)C(=O)c2c[nH]c3ccccc23)ccc1O ?
MOR-DOR inv ag: 11; C-LANA FP: 2.6; OPRM1-OPRD1 ag: -2.2; RTF Ca sens inh: 0; Pemphigus Ab inh: 116; V-ATPase pH: 7; Wnt bcat act: 2; cardiac RTF act: -6; Arrestin-AP2 inh: 30; Keap1 Nrf2 FP: 1

Results for COc1cc(SC#N)ccc1N=Cc1c(C)[nH]n(-c2ccc(C)cc2)c1=O ?
MOR-DOR inv ag: -43; C-LANA FP: -0.5; OPRM1-OPRD1 ag: 6.4; RTF Ca sens inh: -19; Pemphigus Ab inh: 95; V-ATPase pH: 2; Wnt bcat act: -3; cardiac RTF act: 5; Arrestin-AP2 inh: 9; Keap1 Nrf2 FP: -3

What do the screens show for `O=C(c1sccc1Br)N1CCN(Cc2ccc3c(c2)OCO3)CC1`?
MOR-DOR inv ag: 14; C-LANA FP: -1.7; OPRM1-OPRD1 ag: -2.8; RTF Ca sens inh: -1; V-ATPase pH: 2; Wnt bcat act: 7; cardiac RTF act: 8; Arrestin-AP2 inh: -9; Keap1 Nrf2 FP: -5

How did C/C(=C\C#N)n1nc(C)cc1N do in these assays?
MOR-DOR inv ag: -8; C-LANA FP: -1.4; OPRM1-OPRD1 ag: 1.3; RTF Ca sens inh: -13; Pemphigus Ab inh: 97; V-ATPase pH: -1; cardiac RTF act: 0; Arrestin-AP2 inh: 9; Keap1 Nrf2 FP: -4

Results for COCc1cc(Sc2ccc(Cl)cc2)nc(C)n1 ?
MOR-DOR inv ag: 16; C-LANA FP: -0.6; OPRM1-OPRD1 ag: -3.2; RTF Ca sens inh: 2; Pemphigus Ab inh: 100; V-ATPase pH: -4; Wnt bcat act: -2; cardiac RTF act: -2; Arrestin-AP2 inh: 5; Keap1 Nrf2 FP: -4

Results for COCCN(Cc1cc2cc(C)ccc2nc1Cl)C(=O)Nc1ccccc1OC ?
MOR-DOR inv ag: 1; C-LANA FP: -0.5; OPRM1-OPRD1 ag: -0.1; RTF Ca sens inh: -6; Pemphigus Ab inh: 99; V-ATPase pH: 2; Wnt bcat act: -1; cardiac RTF act: 1; Arrestin-AP2 inh: 18; Keap1 Nrf2 FP: -4

Results for COc1ccc(OC)c(NC(=O)CCNS(=O)(=O)c2ccc3c(c2)c(=O)n(C)c(=O)n3C)c1 ?
MOR-DOR inv ag: 6; C-LANA FP: 0.1; OPRM1-OPRD1 ag: -1.3; RTF Ca sens inh: 4; Pemphigus Ab inh: 96; V-ATPase pH: 5; Wnt bcat act: 0; cardiac RTF act: -2; Arrestin-AP2 inh: 16; Keap1 Nrf2 FP: -2

Results for CC(=O)c1cc(C#N)c(N2CC(C)OC(C)C2)nc1C (stereo not drawn) ?
MOR-DOR inv ag: 9; C-LANA FP: -1.2; OPRM1-OPRD1 ag: -1.7; RTF Ca sens inh: -6; Pemphigus Ab inh: 80; V-ATPase pH: 1; Wnt bcat act: -1; cardiac RTF act: 2; Arrestin-AP2 inh: -11; Keap1 Nrf2 FP: 8

Results for Cc1ccc(C)n1-c1ccc(C#N)cn1 ?
MOR-DOR inv ag: 7; C-LANA FP: 2.4; OPRM1-OPRD1 ag: -1.3; RTF Ca sens inh: -3; Pemphigus Ab inh: 126; V-ATPase pH: 1; Wnt bcat act: -1; cardiac RTF act: -3; Arrestin-AP2 inh: 19; Keap1 Nrf2 FP: -5

How did CCOc1ccc(CCNC(=O)Cn2ncn3nc(-c4ccc(OC)cc4)cc3c2=O)cc1 do in these assays?
MOR-DOR inv ag: -3; C-LANA FP: -0.4; OPRM1-OPRD1 ag: 0.6; RTF Ca sens inh: -5; Pemphigus Ab inh: 101; V-ATPase pH: 1; Wnt bcat act: 6; cardiac RTF act: 9; Arrestin-AP2 inh: -1; Keap1 Nrf2 FP: -5

How did O=C(O)/C(=C\c1ccco1)NC(=O)c1ccc(Br)o1 do in these assays?
MOR-DOR inv ag: 3; C-LANA FP: 5.5; OPRM1-OPRD1 ag: -0.7; RTF Ca sens inh: -9; Pemphigus Ab inh: 97; V-ATPase pH: 0; Wnt bcat act: 3; cardiac RTF act: 5; Arrestin-AP2 inh: -7; Keap1 Nrf2 FP: 8

Results for COc1ccc(C(CNCC(=O)Nc2ccccc2F)N(C)C)cc1 (stereo not drawn) ?
MOR-DOR inv ag: inactive; C-LANA FP: -0.7; OPRM1-OPRD1 ag: 149*; RTF Ca sens inh: -9; Pemphigus Ab inh: 96; V-ATPase pH: 4; Wnt bcat act: -4; cardiac RTF act: -1; Arrestin-AP2 inh: 12; Keap1 Nrf2 FP: -2

No new results follow: entries from further up.
Results for COc1ccc(OC)c(NC(=O)CCNS(=O)(=O)c2ccc3c(c2)c(=O)n(C)c(=O)n3C)c1 ?
MOR-DOR inv ag: 6; C-LANA FP: 0.1; OPRM1-OPRD1 ag: -1.3; RTF Ca sens inh: 4; Pemphigus Ab inh: 96; V-ATPase pH: 5; Wnt bcat act: 0; cardiac RTF act: -2; Arrestin-AP2 inh: 16; Keap1 Nrf2 FP: -2

Results for CC(=O)c1cc(C#N)c(N2CC(C)OC(C)C2)nc1C (stereo not drawn) ?
MOR-DOR inv ag: 9; C-LANA FP: -1.2; OPRM1-OPRD1 ag: -1.7; RTF Ca sens inh: -6; Pemphigus Ab inh: 80; V-ATPase pH: 1; Wnt bcat act: -1; cardiac RTF act: 2; Arrestin-AP2 inh: -11; Keap1 Nrf2 FP: 8

Results for Cc1ccc(C)n1-c1ccc(C#N)cn1 ?
MOR-DOR inv ag: 7; C-LANA FP: 2.4; OPRM1-OPRD1 ag: -1.3; RTF Ca sens inh: -3; Pemphigus Ab inh: 126; V-ATPase pH: 1; Wnt bcat act: -1; cardiac RTF act: -3; Arrestin-AP2 inh: 19; Keap1 Nrf2 FP: -5

Screens: PubChem BioAssay, several laboratories
